# AID2073: inhibitors of Mint1-CaV2.2 protein interaction, biochemical, HTRF (AID 2073) | HTRF protein-protein interaction, Mint1-CaV2.2; higher % means a stronger effect | inhibition, % at 20 µM; hits with a dose series show IC50 in µM | 0.19% of 290,000 active; in the data active = inhibition mostly above about 51%, no sharp cut-off; note: some results filed as inactive read as strong as hits
# GPR35 antagonists: inhibition of zaprinast-stimulated GPR35 beta-arrestin translocation – imaging, U2OS, beta-arrestin-GFP, zaprinast agonist, primary screen (AID 2058); one-dose inhibition, % at 10 µM; IC50 in µM for titrated hits; U2OS GPR35 beta-arrestin-GFP translocation imaging, zaprinast antagonism; higher % means a stronger effect; 0.052% of 290,000 active;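 active = inhibition of at least 50% with at least 30 cells and total cytoplasm GFP at most 10,000,000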
# GPR55 LPI antagonism: GPR55 antagonists blocking LPI-driven arrestin recruitment, primary screen, imaging, U2OS, beta-arrestin-GFP, LPI agonist (AID 2013). U2OS GPR55 beta-arrestin-GFP translocation imaging, LPI antagonism; higher % means a stronger effect. one-dose inhibition, % at 10 µM; IC50 in µM for titrated hits. 0.13% of 290,000 active;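 active = spots per cell inhibited over 60%, with over 100 cells counted and total cytoplasm intensity under 500,000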;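 note: U2OS cells stably carrying GPR55 and arrestin-GFP stimulated by 5 µM LPI near EC80; imaged beta-arrestin-GFP aggregate spots per cell after agonist stimulation; plate controls were LPI-stimulated DMSO wells for no effect and DMSO wells without LPI for full effect; some results filed as inactive read as strong as hits; confirmed hits need IC50 under 10 µM and bright autofluorescent wells are also inconclusive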
# UTI89 phage lysis: protection from phage-mediated lysis, alamar blue read-out – E. coli UTI89, K1F phage, bacterial capsule biogenesis inhibitors (AID 488966) | E. coli UTI89 K1F phage lysis, alamar blue, 2 h; higher % means a stronger effect | one-dose inhibition, % at 100 µM; IC50 in µM for titrated hits | 0.02% of 340,000 active;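 active = phage lysis inhibition, versus mean bacterial control, above a set limit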;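 note: capsule biogenesis inhibitors block K1F phage lysis so surviving cells raise fluorescence; higher fluorescence means more inhibition of phage lysis; actives were called in the ten point dose series up to 300 µM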
# SIAH1 antagonists: Siah-1 peptide-binding antagonists, primary screen, biochemical, fluorescence polarization, rhodamine-plectin, uHTS (AID 1817) | Siah-1 / rhodamine-plectin peptide fluorescence polarization; higher % means a stronger effect | displacement, % at 20 µM, or IC50 in µM where a hit was titrated | 0.02% of 290,000 active;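 active = displacement of at least 50% at 20 µM, with a fluorescence ratio check between 0.3 and a set limit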;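 note: plate controls were Siah plus tracer with DMSO for no effect and tracer alone without Siah for full effect; strong numbers were not always called active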
# HIV fusion peptide: inhibitors of HIV fusion peptide binding, primary screen, biochemical, uHTS, fluorescence dequenching (AID 1986). 0.3% of 290,000 active. cell-free peptide binding, fluorescence dequenching, 30 min; higher % means a stronger effect. inhibition, % at 20 µM; hits with a dose series show IC50 in µM; in the data active = inhibition mostly above about 52%, no sharp cut-off; inactive = mostly below about 76%; note: some results filed as inactive read as strong as hits
# NTR1 agonist: NTR1-driven beta-arrestin-GFP spot formation – imaging, U2OS cells, high content, primary screen (AID 493036); P30989; agonist mode; activation, % at 20 µM; 0.17% of 330,000 active;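 active = activation at or above 40% of the spot to cytoplasm intensity ratio, with at least 20 cells analyzed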;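 note: 0% = DMSO without peptide and 100% = 100 nM NTR1 peptide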
# Target sequence (P30989 whole entry, looked up): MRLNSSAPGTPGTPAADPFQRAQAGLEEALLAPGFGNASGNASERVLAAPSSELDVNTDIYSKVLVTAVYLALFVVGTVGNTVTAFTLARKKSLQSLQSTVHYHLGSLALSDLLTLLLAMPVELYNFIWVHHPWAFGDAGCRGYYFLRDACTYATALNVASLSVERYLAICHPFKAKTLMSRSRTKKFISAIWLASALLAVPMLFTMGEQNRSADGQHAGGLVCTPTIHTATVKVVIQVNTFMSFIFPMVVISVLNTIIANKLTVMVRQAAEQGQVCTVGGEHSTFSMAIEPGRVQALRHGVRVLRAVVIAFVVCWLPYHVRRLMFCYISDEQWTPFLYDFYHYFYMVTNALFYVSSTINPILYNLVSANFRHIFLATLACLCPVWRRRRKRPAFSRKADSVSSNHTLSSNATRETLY
# GPR55 beta-arrestin: selective activators of receptor GPR55 – imaging, U2OS cells, beta-arrestin-GFP redistribution, primary screen (AID 1961) | U2OS GPR55 beta-arrestin-GFP redistribution imaging; higher % means a stronger effect | activation, % at 10 µM, or EC50 in µM where a hit was titrated | 0.048% of 290,000 active;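 active = activation above 40% with more than 50 cells counted in the well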;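 note: U2OS osteosarcoma cells stably expressing GPR55 and beta-arrestin-GFP; plate controls were DMSO negative control for no effect and LPI positive control for full effect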
# Dengue-2 NS5 capping: Dengue-2 NS5 methyltransferase inhibitors, primary screen, biochemical, confirmation dose response (AID 588689); Dengue-2 NS5 methyltransferase capping enzyme assay, biochemical; higher % means a stronger effect; inhibition, % at 25 µM, or IC50 in µM where a hit was titrated; 0.3% of 340,000 active; in the data active = a potency from the dose series
# NTR1 agonist cell count 20 µM: second read-out of NTR1 agonist, no call of its own (marks repeat the call); cell count; measured here: cell count, cytotoxicity flag
# Dengue-2 NS5 capping pilot replicate: further read-out of Dengue-2 NS5 capping, marked with its call; inhibition, %; measured here: pilot screen replicate inhibition
# Active calls of the source: *; / = not tested or not shown; [ ] = remark or other dose.
SMILES,AID2073,GPR35 antagonists,GPR55 LPI antagonism,UTI89 phage lysis,SIAH1 antagonists,HIV fusion peptide,NTR1 agonist,NTR1 agonist cell count 20 µM,GPR55 beta-arrestin,Dengue-2 NS5 capping,others
S=C1NC(C23CC4CC(CC(C4)C2)C3)=CC(c2ccc3c(c2)OCO3)N1 (configuration not stated),25%,-9%,12%,0.4%,0%,-0.3%,8.6,66,0.1%,-6%,
CCCn1c(O)c(C=Nc2ccccc2)sc1=S,36%,-2%,14%,-0.9%,16%,5.9%,5.9,43,0.3%,-5%,
CCOC(=O)[C@@H]1[C@H]2COc3ccc(Br)cc3[C@@H]2N2C(=O)N(c3ccc(OC)cc3)C(=O)[C@]12C,1%,11%,-5%,0.6%,2%,0.9%,-1.7,76,0.0%,-5%,
Cc1cc(C)c2[nH]c(=O)c(C(c3nnnn3Cc3ccc4c(c3)OCO4)N3CCC(C)CC3)cc2c1 (configuration not stated),40%,-3%,1%,0.9%,6%,8.6%,0.0,55,-0.3%,1%,
O=C(CCCSc1nc2ccccc2[nH]1)Nc1ccccc1,0%,24%,0%,0.4%,-2%,-3.7%,2.8,45,0.3%,-9%,
COc1ccc(Cl)cc1S(=O)(=O)N1CCC(C(=O)NCC2CCCO2)CC1 (configuration not stated),5%,-5%,-8%,0.0%,-2%,-1.0%,-0.2,81,-0.2%,3%,
C/C(=N\NC(=O)c1nn(C)c(C)c1Br)c1cccc(NC(=O)c2ccc(F)cc2)c1,0%,-11%,18%,2.0%[50 µM],-5%,0.8%,5.7,71,0.0%,5%,
O=C(Nc1ccc2c(c1)OCCO2)C1CC(O)CN1C(=O)Nc1ccccc1 (configuration not stated),7%,14%,8%,0.3%,10%,-0.4%,-0.9,45,-0.2%,-4%,
Fc1ccc(N2CCN(C(c3cccs3)c3nnnn3C3CCCC3)CC2)cc1 (configuration not stated),34%,-4%,-3%,-0.2%[50 µM],-4%,-1.7%,-0.6,58,0.2%,-3%,
CC1(C)CC(NC(=O)C2CCCCC2)CC(C)(C)N1,-2%,1%,1%,0.1%,2%,1.7%,2.1,56,-0.2%,-1%,
CCC(C)(C)NC(=O)C(c1ccc(O)cc1)N(CCOC)C(=O)CCC(=O)Nc1nccs1 (configuration not stated),-11%,-5%,-4%,0.0%,13%,1.5%,1.1,58,-0.1%,1%,
Cc1ccc(C(C)NC(=O)c2cc(C)oc2C)cc1 (configuration not stated),2%,10%,28%,0.5%,-1%,-1.4%,-2.1,78,-0.1%,6%,
O=C(Cc1ccccc1)N/N=C/c1ccc(S(=O)(=O)O)o1,8%,8%,11%,0.0%,-2%,0.9%,-0.5,63,-0.1%,-6%,
O=C(NNC(=O)c1ccc[nH]1)c1cc(Cl)cc(Cl)c1,8%,10%,0%,0.2%,-2%,-0.8%,-0.7,66,-0.1%,1%,
OCCC1CN(Cc2ccc3c(c2)CCO3)CCN1Cc1ccc(F)cc1 (configuration not stated),-7%,13%,9%,0.1%,-6%,0.2%,-1.1,90,-0.1%,-2%,
CCSc1nnc([C@H](Cc2ccccc2)NC(=O)OC(C)(C)C)o1,-5%,-4%,4%,-0.1%,4%,1.3%,6.9,85,0.0%,-1%,Dengue-2 NS5 capping pilot replicate=-1.2
Nc1ccc(Sc2nc3ccccc3[nH]2)cc1,6%,9%,14%,0.2%,2%,-0.8%,0.2,38,-0.1%,-7%,
Cc1ccc(C(=O)NCC(=O)N2CCN(S(=O)(=O)c3cccs3)CC2)s1,-4%,-6%,-13%,-0.1%,8%,0.2%,0.1,59,0.2%,-7%,
Cc1nc2cc(-c3cccc(F)c3)nn2c(C)c1CCC(=O)N1CCN(c2ccccn2)CC1,18%,12%,4%,-0.9%,4%,-1.1%,-0.5,99,0.3%,1%,
CCOc1ccccc1N(CC)C(=O)c1ccc2c(=O)n3c(nc2c1)CCCCC3,-2%,-17%,3%,0.2%,2%,0.4%,-1.5,34,0.1%,8%,
Cc1ccc(C(=O)C[n+]2cc(Br)cc(Br)c2)cc1,-10%,1%,12%,0.4%,5%,-0.9%,2.4,58,-0.1%,0%,
CC1Oc2ccccc2N(Cc2ccc(F)cc2)C1=O (configuration not stated),-1%,7%,-3%,0.2%,4%,1.0%,-0.2,96,-0.1%,0%,
O=C(COC(=O)c1ccc2ccccc2n1)Nc1cccc(S(=O)(=O)NC2=NCCCCC2)c1,6%,3%,-1%,-0.3%,2%,11%,2.1,32,1.2%,-13%,
COCCCn1c2nc3ccccc3nc2c2c(=O)n(-c3ccccc3OC)c(C)nc21,5%,18%,-9%,/,17%,3.6%,-1.4,46,0.3%,/,
COc1ccc(/C=C2\SC(=S)N(CCC(=O)N3CCCCC3CCO)C2=O)cc1 (configuration not stated),7%,4%,-7%,0.9%,-3%,0.2%,1.0,83,0.3%,-1%,
CC(=O)N1c2ccc(S(=O)(=O)NCC3CCC(C(=O)N4CCCC(C)C4)CC3)cc2CC1C (configuration not stated),16%,-2%,15%,0.4%,12%,-0.7%,-0.8,49,0.7%,-2%,
Cc1ccc(C(=O)NCCc2nnc3ccc(SCC(=O)N4CCCCC4)nn23)cc1,11%,2%,9%,-0.3%[50 µM],5%,0.8%,1.6,60,-0.2%,-1%,
COc1ccc(O)c(/C=N/NC(=O)CCC(=O)Nc2cccc(C)c2)c1,36%,-3%,11%,0.2%,14%,-1.2%,-0.6,83,-0.1%,-3%,
CC1CN(S(=O)(=O)c2ccc(Cl)c(C(F)(F)F)c2)CC(C)O1 (configuration not stated),-4%,-4%,6%,3.3%,-4%,-2.3%,-1.9,58,-0.1%,-2%,
O=C(Nc1nccs1)c1cc2cc(Cl)ccc2oc1=O,36%,-5%,1%,0.0%,1%,-1.8%,2.0,56,-0.1%,-1%,
O=C(COC(=O)CCC(=O)c1ccc(Cl)cc1)NCC1CCCO1 (configuration not stated),-5%,12%,9%,-0.6%,-4%,0.4%,-0.6,38,-0.3%,-4%,
O=C(NC(CO)C(O)c1ccc([N+](=O)[O-])cc1)C(Cl)Cl (configuration not stated),2%,-9%,-22%,-8.0%,2%,-1.1%,3.0,59,0.7%,3%,
CC(=O)c1cc(-c2ccccc2)n(CC(=O)N2CCC(C)CC2)c1C,-4%,-7%,0%,-1.3%,-3%,1.8%,3.0,54,-0.3%,-5%,
Cn1c(NCc2ccccc2)nc2c1c(=O)n(Cc1ccc(Br)cc1)c(=O)n2C,4%,-3%,9%,0.1%,0%,-1.8%,12,35,-0.1%,-1%,
Cc1nc2ccc(S(=O)(=O)NCC(=O)N3CCN(c4ccccn4)CC3)cc2s1,42%,2%,2%,1.2%,11%,1.7%,-0.4,38,-0.1%,-5%,
C[N+]1(C2CCC3CCC2C3O)CCCC1 (configuration not stated),-11%,-8%,2%,0.0%,2%,-2.4%,0.0,68,-0.4%,-4%,
CC(=O)c1cc(CN2CCN(Cc3ccc(C)cc3)C(CCO)C2)cs1 (configuration not stated),-12%,12%,17%,1.1%,2%,0.2%,0.3,62,0.0%,-8%,
COc1ccc(C)cc1NC(=O)CNC(c1ccccc1)c1ccccc1,7%,-10%,2%,0.0%,3%,-0.9%,8.2,78,0.3%,-11%,
CCOc1ccc2[nH]c(C(=O)N/N=C/c3cccc(OC)c3OC)cc2c1,3%,-15%,-21%,0.3%,-4%,1.4%,14,72,0.4%,-4%,
O=c1[nH]c(CSc2ncc(C(F)(F)F)cc2Cl)nc2cc(C(F)(F)F)ccc12,8%,-12%,-6%,0.2%,4%,2.9%,-1.6,53,-0.2%,-17%,
CN(C)/C=N/S(=O)(=O)c1ccc(Cl)c(Cl)c1,30%,0%,14%,0.0%,-2%,-1.5%,0.4,41,-0.2%,-5%,
CNC(=O)c1cc(C(=O)c2ccc(F)cc2C(F)(F)F)c[nH]1,4%,-2%,9%,-0.1%,-3%,2.1%,1.4,82,0.0%,-9%,
Cc1ccc(S(=O)(=O)NNC2CC(=O)N(c3ccc(Br)cc3)C2=O)cc1 (configuration not stated),31%,0%,4%,0.1%,3%,-0.1%,-2.4,62,0.5%,-5%,
O=C(c1ccc(Cl)cc1)C1CCN(C(=O)c2ccc(F)cc2)CC1,20%,-2%,6%,0.2%,-9%,-1.2%,0.4,56,-0.3%,-5%,
C/C(=N\Nc1ccc(Cl)c(C(=O)O)c1)c1cc2ccccc2o1,0%,-3%,-2%,-0.2%,0%,6.5%,-1.6,63,0.0%,4%,
O=C(N/N=C/c1c(Cl)cccc1Cl)c1ccccc1F,-2%,-9%,-3%,0.2%[50 µM],-2%,1.0%,-0.4,50,1.2%,-2%,
Oc1ccc(NCc2ccccc2OCc2ccccc2F)cc1,-2%,-17%,-10%,0.6%,6%,2.8%,-0.2,45,-0.1%,46%,
O=C(CCC(=O)N1CCN(c2ccccn2)CC1)Nc1nnc(C(F)(F)F)s1,-16%,-2%,-14%,1.8%,10%,0.6%,-0.2,47,-0.3%,-10%,
Cn1c(=O)[nH]c(=O)c2c1nc(N1CCCCCC1)n2CCN1CCCCCC1,15%,11%,5%,0.1%,2%,2.9%,-2.1,89,0.2%,1%,
Cc1cc(N2CCCc3ccccc32)n2ncnc2n1,1%,-7%,-3%,-0.2%,3%,2.8%,-0.5,65,-0.3%,-4%,
O=C(CCC(=O)c1cccs1)Nc1ccccc1F,5%,21%,2%,3.2%,2%,-1.8%,1.1,49,0.3%,6%,
CCOC(CNC(=O)c1ccc2c(c1)ncn2-c1cccc(F)c1)OCC,-8%,9%,1%,0.2%,2%,2.7%,-1.3,78,0.9%,-4%,
COc1cccc(C(=O)Nc2ccc(Cl)c(C(F)(F)F)c2)c1,4%,8%,3%,-0.3%,14%,-1.1%,2.4,86,-0.1%,-11%,
CCCCn1c(N)c(N(CC)C(=O)c2ccccc2C(F)(F)F)c(=O)[nH]c1=O,8%,1%,9%,0.3%,1%,0.4%,1.6,53,-0.3%,-2%,

# Retrieved by compound from the list above, two records:
SMILES,AID2073,GPR35 antagonists,GPR55 LPI antagonism,UTI89 phage lysis,SIAH1 antagonists,HIV fusion peptide,NTR1 agonist,NTR1 agonist cell count 20 µM,GPR55 beta-arrestin,Dengue-2 NS5 capping,others
O=C(CCC(=O)N1CCN(c2ccccn2)CC1)Nc1nnc(C(F)(F)F)s1,-16%,-2%,-14%,1.8%,10%,0.6%,-0.2,47,-0.3%,-10%,
CCCCn1c(N)c(N(CC)C(=O)c2ccccc2C(F)(F)F)c(=O)[nH]c1=O,8%,1%,9%,0.3%,1%,0.4%,1.6,53,-0.3%,-2%,

# From PubChem BioAssay

# The order is random; overall some 1.2% were active at least once.
